# Mtb BioA inh: M. tuberculosis BioA enzyme inhibitors, primary screen, biochemical, plate reader, single point, HTS; 7,8-diaminopelargonic acid synthase BioA (Mycobacterium tuberculosis); purified M. tuberculosis BioA enzyme; inhibition, % at 9.99 µM; 360,000 compounds, 0.096% hits; AID 602481, 2012; in the data active means inhibition above about 40%
# Vc quorum ag: inducers of Vibrio cholerae quorum light production without autoinducers, primary screen, BH1578 luxS cqsA deficient, single point | V. cholerae BH1578 lux reporter, luminescence, 6 h | activation, % at 18.7 µM | 350,000 compounds, 0.16% hits | AID 588436, 2011; in the data active means activation mostly above about 9.7%, no sharp cut-off; further: not every result past the cut was called active; inactives centre near 0; reference of the scale not given here
# PfHsp40 yeast: rescue of yeast from PfHsp40 toxicity, primary screen, S. cerevisiae, ATP luminescence; AID 504582, 2011; 340,000 compounds, 0.68% hits; S. cerevisiae expressing PfHsp40, growth rescue; growth rescue, % at 12.5 µM; in the data active means growth rescue above about 28%, passing the limit was not always enough;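 further: yeast W303a lacking pdr1 and pdr3 grown in galactose medium; growth measured after three days at 30 °C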
# UGM FP inh: M. tuberculosis UGM enzyme inhibitors, primary screen, biochemical, fluorescence polarization, single point; purified UGM, fluorescence polarization probe displacement; 320,000 compounds, 0.06% hits; inhibition, % at 10 µM; in the data active means inhibition above about 10%, passing the limit was not always enough
# Target sequence (P9WIQ1 whole entry, looked up): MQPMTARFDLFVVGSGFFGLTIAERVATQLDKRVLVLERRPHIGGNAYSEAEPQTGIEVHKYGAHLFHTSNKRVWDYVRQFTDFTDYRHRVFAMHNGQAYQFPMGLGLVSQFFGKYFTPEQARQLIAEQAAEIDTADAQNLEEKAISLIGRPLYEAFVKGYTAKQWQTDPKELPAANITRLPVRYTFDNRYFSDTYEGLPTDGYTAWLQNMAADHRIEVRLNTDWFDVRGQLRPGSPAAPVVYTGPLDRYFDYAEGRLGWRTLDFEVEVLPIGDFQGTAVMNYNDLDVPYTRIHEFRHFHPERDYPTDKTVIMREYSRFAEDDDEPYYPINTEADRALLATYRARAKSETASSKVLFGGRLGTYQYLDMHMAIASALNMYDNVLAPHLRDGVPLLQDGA
# TcdB GH inh: TcdB glycohydrolase inhibitors, primary screen, biochemical, single point, plate reader. Toxin B (Clostridioides difficile), P18177. TcdB glycohydrolase enzymatic assay. inhibition, % at 9.99 µM. 350,000 compounds, 0.24% hits. AID 652162, 2013; in the data active means inhibition above about 10%
# Y pestis TopoI: Yersinia pestis topoisomerase I inhibitors, primary screen, biochemical, cleavage product accumulation, plate reader, single point. AID 504884, 2011. Y. pestis Topo-I cleavage product accumulation. activity, % at 10 µM. 360,000 compounds, 0.064% hits; in the data active means activity above about 50%, passing the limit was not always enough; further: inactives centre near 2
# FBA Mtb inh: Mtb FBA enzyme inhibitors, primary screen, biochemical, fluorescence, strain H37Rv; purified M. tuberculosis FBA, fluorescence read-out; inhibition, % at 1 µM; 360,000 compounds, 2.3% hits; AID 588726, 2011; in the data active means inhibition above about 27%;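 further: 0% = vehicle and 100% = reference inhibitor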
# Target sequence (P9WQA3 whole entry, looked up): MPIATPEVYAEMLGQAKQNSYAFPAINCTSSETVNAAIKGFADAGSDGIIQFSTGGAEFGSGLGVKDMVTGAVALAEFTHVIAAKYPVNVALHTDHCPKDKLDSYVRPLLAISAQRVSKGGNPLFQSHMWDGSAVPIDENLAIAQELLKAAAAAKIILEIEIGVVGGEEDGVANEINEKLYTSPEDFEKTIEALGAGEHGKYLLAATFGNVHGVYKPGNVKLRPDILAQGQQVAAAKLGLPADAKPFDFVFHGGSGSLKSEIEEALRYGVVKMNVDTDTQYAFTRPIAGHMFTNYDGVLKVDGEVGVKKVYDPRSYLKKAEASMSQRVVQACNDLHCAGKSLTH
# FadD28 FP inh: inhibitors of FadD28 bisubstrate probe binding, primary screen, biochemical, fluorescence polarization, single point. 360,000 compounds, 0.22% hits. inhibition, % at 12.5 µM. Mycobacterium tuberculosis FadD28 fatty-acid-AMP ligase; in the data active means inhibition above about 8.5%, passing the limit was not always enough
# GDH-TPI inh: GDH-TPI coupling enzyme inhibitors, primary screen, artefact control for M. tuberculosis FBA inhibitor project, biochemical, absorbance, full deck; 360,000 compounds, 1.2% hits; GDH-TPI coupled enzyme counterscreen, NADH absorbance; inhibition, % at 4.8 µM; AID 588335, 2011; in the data active means inhibition above about 30%;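 further: 0% = DMSO wells and 100% = wells lacking the enzyme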
# Active calls of the source: *; i = inactive; nt = no result given.
(1) COc1ccc(C)cc1S(=O)(=O)N(C)CC(=O)Nc1ccc2c(c1)OCO2
(2) COC(=O)c1ccc(C(=O)NC2CCCc3c2cnn3-c2cc(F)cc(F)c2)nc1 (centres undefined)
(3) C/C(=N/NS(=O)(=O)c1ccc(C)c(C)c1)c1ccncc1
(4) COCCCN1C(=O)C(=O)/C(=C(/O)c2ccc(OC)cc2C)C1c1cccnc1 (centres undefined)
(5) CCCc1nnc(NC(=O)CC(C)c2ccccc2)s1 (centres undefined)
(6) CC1CCCCN1C(=S)NCCc1ccccc1 (centres undefined)
(7) C=C1SC(=Nc2c(C)cc(C)cc2C)N(C(=O)c2sc3ccccc3c2Cl)C12CCCCC2
(8) Cc1cccc(C)c1NC(=O)c1csc([C@@H]2O[C@H](CO)[C@H](O)[C@H](O)[C@H]2O)n1
compound no.,1,2,3,4,5,6,7,8
Mtb BioA inh,2.0,2.3,-3.0,-0.8,-0.5,-2.4,-1.4,-0.9
Vc quorum ag,i,i,-3.2,-0.3,i,-0.3,-0.6,-0.4
PfHsp40 yeast,-0.2,0.8,-0.9,-2.3,-2.5,2.5,-0.7,nt
UGM FP inh,-0.4,0.4,2.2,1.7,0.8,-2.3,4.5,nt
TcdB GH inh,0.7,1.0,-1.3,nt,1.3,nt,0.6,0.9
Y pestis TopoI,-5,16,-9,13,0,-6,-2,1
FBA Mtb inh,-4,1,3,-1,2,7,1,2
FadD28 FP inh,-3.4,1.6,1.1,0.0,-1.0,0.9,-1.0,-0.6
GDH-TPI inh,-6,2,14,20,11,-1,12,3

(9) O=C(Oc1cccc(N2C(=O)CCC2=O)c1)c1ccccc1
(10) O=C(COc1ccc(S(=O)(=O)Nc2ccccc2)cc1)NCc1cccnc1
(11) O=C(CNCC1CCCO1)NCc1ccco1 (centres undefined)
(12) COC(=O)C1=C(c2cccc(C#N)c2)C[C@@H]2CC[C@H]1N2C(=O)NCCOc1ccccc1
(13) FCCCOc1ccc(-c2ccnc(-c3ccccc3)n2)cc1
(14) CCCCN1C(=O)C(=O)N(CC(=O)Nc2ccccc2C(C)=O)C1=O
(15) COc1ccc(NC(=O)c2ccc(-c3ccc(F)cc3)o2)cc1OC
(16) CCOC(=O)c1ccc(NC(=O)CSc2nnnn2C2CCCCC2)cc1
compound no.,9,10,11,12,13,14,15,16
Mtb BioA inh,-1.2,nt,nt,1.4,-0.9,-0.5,nt,-0.1
Vc quorum ag,-1.3,-0.6,-0.5,i,-0.5,i,i,i
PfHsp40 yeast,1.1,-0.3,-0.9,-0.3,6.8,-1.0,nt,0.1
UGM FP inh,1.5,-0.1,-0.2,-1.8,0.5,1.0,nt,2.0
TcdB GH inh,nt,nt,0.6,0.4,nt,0.2,-0.5,nt
Y pestis TopoI,2,-1,-2,13,10,0,8,1
FBA Mtb inh,0,1,3,0,0,3,0,-2
FadD28 FP inh,-3.5,-1.6,0.8,-1.0,-4.5,-1.9,-3.1,-0.9
GDH-TPI inh,3,2,8,4,4,-2,11,-3

(17) O=C(N/N=C\c1ccc(COc2ccc([N+](=O)[O-])cc2)o1)c1cccc(Cl)c1
(18) Cc1ccc(-c2nc3cccnc3s2)cc1NS(=O)(=O)c1ccc2c(c1)CCCC2
(19) O=C(CCNC(=O)c1ccccc1Cl)Nc1ccc(S(=O)(=O)N2CCOCC2)cc1
(20) Cc1cccc(OCc2nc(-c3ccccn3)n[nH]2)c1
(21) NCc1nc(-c2ccc(Cl)cc2)no1
(22) CCc1ccc(C(=O)NN=C2CCCCCC2)s1
(23) C/C(N)=C(/C#N)C(=O)COC(=O)C(c1ccccc1)c1ccccc1
(24) O=C(O)c1ccc(Nc2ncnc3scc(-c4ccccc4)c23)cc1
compound no.,17,18,19,20,21,22,23,24
Mtb BioA inh,0.1,-0.9,-0.8,-0.4,nt,-0.6,-0.2,nt
Vc quorum ag,-0.6,-0.2,0.3,i,-0.2,0.6,-0.2,-0.6
PfHsp40 yeast,-0.9,0.5,nt,1.1,-0.8,0.7,1.2,-2.3
UGM FP inh,-0.5,-0.8,nt,-1.2,-0.2,1.3,0.9,-0.8
TcdB GH inh,nt,0.0,0.1,nt,-0.7,-1.4,-1.2,1.6
Y pestis TopoI,-6,17,10,-4,2,15,6,1
FBA Mtb inh,2,8,2,-1,1,3,0,5
FadD28 FP inh,-2.0,-3.6,-1.3,-1.8,0.5,-0.6,-1.6,-2.3
GDH-TPI inh,29,10,1,10,12,1,17,1

# 4 of the compounds above, tab-delimited.
entry	SMILES	Mtb BioA inh	Vc quorum ag	PfHsp40 yeast	UGM FP inh	TcdB GH inh	Y pestis TopoI	FBA Mtb inh	FadD28 FP inh	GDH-TPI inh
19	O=C(CCNC(=O)c1ccccc1Cl)Nc1ccc(S(=O)(=O)N2CCOCC2)cc1	-0.8	0.3	nt	nt	0.1	10	2	-1.3	1
20	Cc1cccc(OCc2nc(-c3ccccn3)n[nH]2)c1	-0.4	i	1.1	-1.2	nt	-4	-1	-1.8	10
21	NCc1nc(-c2ccc(Cl)cc2)no1	nt	-0.2	-0.8	-0.2	-0.7	2	1	0.5	12
22	CCc1ccc(C(=O)NN=C2CCCCCC2)s1	-0.6	0.6	0.7	1.3	-1.4	15	3	-0.6	1

# (cont.)
(25) CCCC(=O)NC1=C(C#N)C2(CCCC2)Cc2ccccc21
(26) Cc1ccc([C@@H]2[C@@H]3C(=O)N(c4ccccc4)C(=O)[C@@H]3[C@]3(C)C(=O)N(Cc4ccccc4)CC(=O)N23)o1
(27) O=C(O)c1cc(S(=O)(=O)Nc2ccc3c(c2)OCCO3)c(Cl)cc1Cl
(28) O=C(Nc1ccc(S(=O)(=O)Nc2ncccn2)cc1)C(F)(F)F
(29) COc1ccccc1/C=C\C(=O)NCC(=O)N/N=C/c1ccc(O)cc1O
(30) CCCOC1CCCN(C(=O)CCc2nnc(CCCCc3ccccc3)o2)C1 (centres undefined)
(31) Cn1c(N)c(S(=O)(=O)N2CCN(C(=O)c3ccco3)CC2)c(=O)n(C)c1=O
(32) Cc1ccc2c(c1)CCCN2C(=O)c1c(C)noc1C
compound no.,25,26,27,28,29,30,31,32
Mtb BioA inh,-0.2,1.3,-2.5,-1.7,-0.5,nt,nt,-2.2
Vc quorum ag,i,-4.5,-0.2,0.9,i,i,-0.2,-0.6
PfHsp40 yeast,0.3,0.4,0.3,-0.6,1.6,0.3,-0.2,1.7
UGM FP inh,-1.4,3.6,2.5,-1.2,3.9,2.3,0.2,1.3
TcdB GH inh,nt,0.6,6.8,2.0,-3.8,-0.6,-0.6,-0.1
Y pestis TopoI,3,1,-5,3,-7,40,5,2
FBA Mtb inh,-2,6,2,0,-2,1,-3,1
FadD28 FP inh,-3.2,-2.0,1.2,-4.1,-3.4,-0.9,-0.4,-0.1
GDH-TPI inh,14,12,2,0,36*,-1,9,1

(33) O=C(Nc1ccc(S(=O)(=O)Nc2cnc3ccccc3n2)cc1)c1ccc([N+](=O)[O-])cc1Cl
(34) CC(=O)C[C@H](O)CC(=O)[C@H]1OC(=O)CCCCCCCCc2ccccc21
(35) CC(=O)OCC(=O)[C@@]1(OC(C)=O)[C@@H](C)C[C@H]2[C@@H]3C[C@H](F)C4=CC(=O)C=C[C@]4(C)[C@@]3(F)[C@@H](O)C[C@@]21C
(36) COc1ccc(Cn2nc(C)cc2C)cc1OC
(37) COc1cccc(C(=O)Nc2nnc(-c3ccc(F)cc3)o2)c1
(38) CN(C(=O)COC(=O)c1ccc(Cl)c(N)c1)c1ccccc1
(39) COc1ccccc1C(NC(=O)C1CCN(CCOc2ccc(Cl)cc2Cl)CC1)c1ccccn1 (centres undefined)
(40) CCOc1ncccc1C(=O)N(C)CC(=O)Nc1ccccc1SC
compound no.,33,34,35,36,37,38,39,40
Mtb BioA inh,0.4,1.3,51*,-0.4,2.5,-0.8,-0.2,nt
Vc quorum ag,i,i,i,-0.6,nt,i,-0.3,i
PfHsp40 yeast,-0.8,-0.9,1.6,1.6,-0.5,0.8,nt,-1.0
UGM FP inh,3.7,-1.5,-0.5,0.1,0.2,-2.0,nt,1.1
TcdB GH inh,-1.9,0.7,1.0,nt,-0.7,0.7,-5.9,nt
Y pestis TopoI,3,34,10,-4,-6,2,19,-9
FBA Mtb inh,0,0,-3,-3,-1,8,-3,3
FadD28 FP inh,2.1,-1.1,0.2,-4.0,-5.0,-0.6,-4.9,0.4
GDH-TPI inh,24,-9,3,-2,-13,6,-9,8

(41) COc1ccc(C(=O)NCC2(c3ccccc3)CCCC2)c(OC)c1
(42) COc1cccc(NC(=O)C2CCCN(c3ncnc4c3nc3n4CCCCC3)C2)c1 (centres undefined)
(43) COc1cccc(N2C(=O)CC(N3CCN(C(=O)c4ccco4)CC3)C2=O)c1 (centres undefined)
(44) S=c1[nH]cnc2scc(-c3ccc(Cl)cc3)c12
(45) CNc1nc2cc([N+](=O)[O-])c([N+](=O)[O-])cc2nc1NC
(46) COC(=O)c1ccc([N+](=O)[O-])cc1N1C(=O)C2C3CCC(C3)C2C1=O (centres undefined)
(47) COC(=O)C1Sc2[nH]c(=O)sc2C(c2ccc(Cl)cc2)C1C(=O)OC (centres undefined)
(48) O=C(O)C1CCCCN1C(=O)c1cc2c(s1)CCCCC2 (centres undefined)
compound no.,41,42,43,44,45,46,47,48
Mtb BioA inh,-0.5,5.5,nt,0.8,nt,-1.2,2.2,-0.4
Vc quorum ag,-1.6,-0.2,i,-1.4,-0.3,-0.2,-0.2,-3.1
PfHsp40 yeast,1.5,0.9,2.2,nt,-0.8,-1.5,0.3,-0.5
UGM FP inh,3.2,-0.5,1.8,-0.9,-3.7,-0.6,-0.7,0.6
TcdB GH inh,2.0,1.4,nt,0.1,0.3,0.1,-2.1,-1.1
Y pestis TopoI,17,15,-4,-2,3,-5,-4,4
FBA Mtb inh,3,-1,-4,-1,-6,-4,4,0
FadD28 FP inh,-2.1,-5.3,-0.4,-3.1,0.1,-1.3,-0.8,nt
GDH-TPI inh,9,-2,6,12,17,-6,9,4

(49) CC1=NOC(=O)/C1=C\c1ccc(-c2ccc(Br)cc2C(=O)O)o1
(50) C=CCSc1n[nH]c(-c2ccc(OCCC)cc2)n1
(51) CCC1=NN(C(=O)c2ccc([N+](=O)[O-])cc2)C(O)(c2ccccc2)C1 (centres undefined)
(52) O=S(=O)(NCC1CCN(c2ccc(S(=O)(=O)N3CCOCC3)cc2)CC1)c1ccc(F)cc1
(53) CCN1C[C@]2(CO)CC[C@H](OC)[C@@]34C5C[C@H]6[C@H](OC)C5[C@](O)(C[C@H]6OC)[C@@](O)(C(OC)C23)[C@@H]14 (some centres undefined)
(54) O=C(c1ccc2[nH]ccc2c1)N1CCCC(Nc2ccccc2)C1 (centres undefined)
(55) Cc1ccn(CCC(=O)N2c3ccccc3CC2C)n1 (centres undefined)
(56) Nc1ncnc2c1ncn2[C@@H]1O[C@H](CN=C2NS(=O)(=O)c3ccccc32)[C@@H](O)[C@H]1O
(57) Cc1cc(N(C)C)cc(C)c1N=Nc1cc[n+]([O-])cc1
compound no.,49,50,51,52,53,54,55,56,57
Mtb BioA inh,-0.3,1.7,-2.7,1.8,-0.8,1.7,0.6,-1.1,5.2
Vc quorum ag,-0.3,-0.3,i,-2.2,-0.4,1.8,0.7,-1.6,-0.7
PfHsp40 yeast,1.2,1.4,-0.9,-0.3,-0.2,4.9,-1.6,-0.5,nt
UGM FP inh,0.2,0.8,1.1,-1.4,-0.4,0.5,1.7,0.5,nt
TcdB GH inh,0.2,1.2,-0.2,0.4,nt,1.1,-2.9,0.4,3.6
Y pestis TopoI,-1,-7,0,22,3,6,0,1,-12
FBA Mtb inh,-7,-2,-3,1,0,-2,3,-2,-29
FadD28 FP inh,0.4,-1.5,-0.5,-1.2,-2.6,0.7,-0.1,-2.6,-3.2
GDH-TPI inh,3,0,6,3,5,3,-11,1,10

# Screens: PubChem BioAssay, several laboratories
